# NR2E3 ag-1: inhibitors of NR2E3-RetCOR corepressor binding, primary screen, NR2E3 agonist project, biochemical, TR-FRET, GST-NR2E3, biotin-RetCOR | Photoreceptor-specific nuclear receptor (Homo sapiens), Q9Y5X4 | 1536-well | inhibition of corepressor binding, % at 4.78 µM | actives 0.12% (n = 320,000) | AID 2300, 2010;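 active = percent inhibition above the cutoff of mean plus 3 SD of all tested compounds, set per screening campaign, cut at about 20% in these data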;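 note: 0% = DMSO wells and 100% = biotin wells as full block of FRET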
# Target sequence (Q9Y5X4 whole entry, looked up): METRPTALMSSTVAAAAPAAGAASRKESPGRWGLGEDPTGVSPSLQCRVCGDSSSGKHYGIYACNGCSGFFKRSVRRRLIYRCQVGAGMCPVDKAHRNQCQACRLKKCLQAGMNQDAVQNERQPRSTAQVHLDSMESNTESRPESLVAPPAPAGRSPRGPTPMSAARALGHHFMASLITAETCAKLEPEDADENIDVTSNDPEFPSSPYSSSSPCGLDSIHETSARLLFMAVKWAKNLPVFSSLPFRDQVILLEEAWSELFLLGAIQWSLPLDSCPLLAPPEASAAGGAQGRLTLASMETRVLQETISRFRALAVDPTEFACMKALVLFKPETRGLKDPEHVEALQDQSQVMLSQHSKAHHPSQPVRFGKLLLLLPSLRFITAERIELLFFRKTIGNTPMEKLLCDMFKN
#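 Material – GST-tagged NR2E3 plus biotinylated RetCOR corepressor · Quantity – NR2E3 fusion 1.35 nM · Times – 5 h incubation at 4 °C · Medium – pH 7.5 Tris-based buffer · Technique – TR-FRET, Eu(K)-anti-GST donor, streptavidin-D2 acceptor, ex 340, em 617/671 nm · Benchmarks – high control biotin, low control 0.6% DMSO · Format – 1536-well plates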
# Vif inh: HIV Vif self-association inhibitors, primary screen, imaging, HEK293T, single point. HEK293T cells, Vif self-association by quenched fluorescence, 24 h. inhibition, % at 7.49 µM. actives 0.35% (n = 340,000). AID 602346, 2012; in the data active = inhibition above about 50%, passing the limit was not always enough; note: some results filed as inactive read as strong as hits
# TRPM1 prom inh: inhibitors of MITF-dependent TRPM1 promoter reporter, primary screen, cell-based, SK-MEL-5, single point, luciferase | inhibition, % at 12.5 µM | AID 488899, 2010 | actives 0.83% (n = 330,000) | SK-MEL-5 TRPM1 promoter luciferase, 24 h;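 active = mean inhibition across replicates of 60% or more, whatever share of single replicates reaches that level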; note: values of inactives mirror those of a sister screen read the other way
# PDI turbidity: inhibitors of human PDI, primary screen, biochemical, turbidity, single point, plate reader. inhibition, % at 10 µM. Protein disulfide-isomerase (Homo sapiens), P07237. PDI insulin aggregation turbidity, A650, 90 min. actives 0.052% (n = 350,000). AID 588391, 2011;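 active = mean inhibition across replicates of 30% or more, whatever share of single replicates reach that level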;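 note: absorbance from insulin aggregation driven by PDI reduction with DTT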
# Target sequence (P07237 whole entry, looked up): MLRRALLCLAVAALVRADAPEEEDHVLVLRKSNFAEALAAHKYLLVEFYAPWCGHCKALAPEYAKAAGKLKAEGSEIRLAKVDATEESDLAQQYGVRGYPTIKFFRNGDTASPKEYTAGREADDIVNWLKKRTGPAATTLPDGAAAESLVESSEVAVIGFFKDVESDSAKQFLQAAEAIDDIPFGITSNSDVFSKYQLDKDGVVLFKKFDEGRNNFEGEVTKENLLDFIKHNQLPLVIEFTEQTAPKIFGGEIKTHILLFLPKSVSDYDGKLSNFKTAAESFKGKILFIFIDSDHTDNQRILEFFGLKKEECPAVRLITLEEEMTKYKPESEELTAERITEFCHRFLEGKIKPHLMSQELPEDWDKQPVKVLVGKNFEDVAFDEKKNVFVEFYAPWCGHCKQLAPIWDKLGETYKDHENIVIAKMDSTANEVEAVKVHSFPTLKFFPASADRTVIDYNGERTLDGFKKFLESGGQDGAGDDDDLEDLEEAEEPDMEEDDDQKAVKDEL
# HIF-2a inh: HIF-2a reporter inhibitors, primary screen, luminescence, 786-0 RCC cells. 786-0 RCC cells HIF-2a reporter, luciferase luminescence, overnight. inhibition, % at 18.8 µM. actives 0.72% (n = 360,000). AID 624352, 2012;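 active = inhibition of the luminescence signal of 40% or more relative to plate controls, in a single-dose primary screen at 18.75 µM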
# Exocytosis inh: LAMP-1 surface exposure blockers, TALL-104 cells – cell-based, flow cytometry, MLPCN library, primary screen | TALL-104 LAMP-1 surface exposure; cells stimulated with thapsigargin and PMA | inhibition, % at 10 µM | actives 0.66% (n = 360,000);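 active = inhibition above about 55%, limit read from the data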
# CaV13 ICDI inh: Disruptors of the CACNA1D IQ motif to Ca2+-dependent inactivation inhibitor domain association, primary screening, Förster resonance energy transfer in intact living … | HEK cells, CFP/YFP FRET ICDI-IQ, plate reader, 10 min; percent FRET-ratio fall versus neutral wells | actives 0.098% (n = 340,000) | inhibition, % at 12.3 µM | AID 743397;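 active = mean replicate inhibition of at least 30% and at least 1% of replicates passing that level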;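 note: 0% = median of the neutral control wells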
# NR2E3 ag-2: NR2E3 agonists in two-hybrid cells, primary screen, cell-based, luminescence, CHO-S, Gal4-NCOR/VP16-NR2E3; AID 602229, 2012; actives 0.35% (n = 360,000); luciferase; inhibition of corepressor binding, % at 3.98 µM;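 active = inhibition above the mean of all tested compounds plus 3 SD, cut at about 70% in these data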;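 note: 0% = DMSO with NR2E3 transfected cells and 100% = cells lacking NR2E3 construct; higher means lower luciferase signal from less NR2E3 corepressor binding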
# aDG glyco up: activators of alpha-DG glycosylation, primary screen, uHTS, Pro5-aDG cells, AlphaScreen; alpha-DG glycosylation AlphaScreen (IIH6); 0% Pro5, 100% B10-LARGE cell signal; activation, % at 10 µM; actives 0.22% (n = 360,000); AID 624168, 2012;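 active = activation of at least 8% versus controls, or a plate z-score of at least 8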;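 note: Pro5 are CHO cells carrying HIG-tagged alpha-DG that lacks glycosylation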
# hiPSC survival: enhancers of single-cell hiPSC survival, primary screen, ATPlite luminescence; AID 602274, 2012; 100% = ROCK inhibitor wells, 0% = DMSO; actives 0.044% (n = 360,000); survival enhancement, % at 20 µM; in the data active = survival enhancement above about 18%;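 note: cells exposed to compounds for 16 hours before the ATP read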
# Peg3 prom inh: Peg3 promoter-driven luciferase inhibitors, primary screen, cell-based, HeLa, luciferase luminescence; HeLa PEG-Prom luciferase reporter, overnight; inhibition, % at 20 µM; actives 1.7% (n = 360,000); AID 588405, 2011;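 active = inhibition of at least 50% at 20 µM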
# Active calls of the source: *; / = not tested or not shown.
No.	SMILES	NR2E3 ag-1	Vif inh	TRPM1 prom inh	PDI turbidity	HIF-2a inh	Exocytosis inh
1	O=S1(=O)C[C@@H](N2CCN(CCO)CC2)[C@H](COCc2ccccc2)N1	/	/	/	/	6	-4
2	CCC(=O)C1CCCN(C(=O)c2ccc(OC3CCN(C(=O)c4cccnc4)CC3)cc2)C1 (stereo unspecified)	0	-2	0	-2	14	0
3	O=C(/C=C/c1c(Cl)cccc1Cl)NCCc1ccccc1	1	-4	-38	1	-62	-4
4	O=c1c([N+](=O)[O-])c(O)c2cccc3c2n1CCC3	-1	-1	9	11	7	2
5	COCCNc1nc2c(c(=O)[nH]c(=O)n2C)n1CCCc1ccccc1	3	-1	0	6	15	-1
6	OC(CNc1ccccc1)Cn1ccc2ccccc21 (stereo unspecified)	-3	-3	13	3	6	-4
7	Cc1ccsc1/C=C(\C(=O)c1ccc(OC(C)C)cc1)c1nc2ccccc2o1	1	1	7	-8	11	-2
8	Cc1cc(O)c(C(C)C)cc1C1(c2cc(C(C)C)c(O)cc2C)OC(=O)c2ccccc21	1	-33	57	5	50*	88*
9	CC(C)(C)OC(=O)C[C@H]1C/C=C\C[C@@H](CC(=O)N[C@@H](CO)Cc2ccccc2)C(=O)NCCOC1=O	/	-4	2	9	-2	8
10	CCO[C@H]1OC(C(=O)N2CCOCC2)=C[C@@H](c2ccc(Br)cc2)[C@@H]1CCCO	0	-3	-19	0	12	1
11	COC(=O)C1=C(COc2ccc(C=O)cc2OC)NC(=O)NC1c1cc(C)ccc1C (stereo unspecified)	6	-9	6	2	16	-5
12	CCc1c(O)nc(SCC(=O)NCc2ccco2)[nH]c1=O	3	14	10	-2	4	0

No.	CaV13 ICDI inh	NR2E3 ag-2	aDG glyco up	hiPSC survival	Peg3 prom inh
1	-9	-6	1.2	1.7	-1
2	-10	-10	0.0	0.7	17
3	/	-66	0.3	0.8	-80
4	-17	-14	0.0	-0.4	26
5	-4	10	-0.1	3.4	6
6	-6	-29	-0.2	-0.5	-12
7	-25	35	-0.9	-3.7	20
8	-4	45	-0.4	-0.4	111*
9	-10	19	-0.1	-0.5	-6
10	-9	-15	0.1	-2.2	12
11	-3	6	-0.2	-1.1	17
12	-8	-10	1.6	1.9	2

# Shown with two lines to a compound: part of the list above
# Results follow in this order: NR2E3 ag-1, Vif inh, TRPM1 prom inh, PDI turbidity, HIF-2a inh, Exocytosis inh, CaV13 ICDI inh, NR2E3 ag-2, aDG glyco up, hiPSC survival, Peg3 prom inh
5) COCCNc1nc2c(c(=O)[nH]c(=O)n2C)n1CCCc1ccccc1
 : 3, -1, 0, 6, 15, -1, -4, 10, -0.1, 3.4, 6
6) OC(CNc1ccccc1)Cn1ccc2ccccc21 (stereo unspecified)
 : -3, -3, 13, 3, 6, -4, -6, -29, -0.2, -0.5, -12
7) Cc1ccsc1/C=C(\C(=O)c1ccc(OC(C)C)cc1)c1nc2ccccc2o1
 : 1, 1, 7, -8, 11, -2, -25, 35, -0.9, -3.7, 20
8) Cc1cc(O)c(C(C)C)cc1C1(c2cc(C(C)C)c(O)cc2C)OC(=O)c2ccccc21
 : 1, -33, 57, 5, 50*, 88*, -4, 45, -0.4, -0.4, 111*
9) CC(C)(C)OC(=O)C[C@H]1C/C=C\C[C@@H](CC(=O)N[C@@H](CO)Cc2ccccc2)C(=O)NCCOC1=O
 : /, -4, 2, 9, -2, 8, -10, 19, -0.1, -0.5, -6
10) CCO[C@H]1OC(C(=O)N2CCOCC2)=C[C@@H](c2ccc(Br)cc2)[C@@H]1CCCO
 : 0, -3, -19, 0, 12, 1, -9, -15, 0.1, -2.2, 12

# Following part
No.	SMILES	NR2E3 ag-1	Vif inh	TRPM1 prom inh	PDI turbidity	HIF-2a inh	Exocytosis inh
13	COc1ccc(CNC(=O)CN(Cc2ccc(Cl)cc2)S(C)(=O)=O)cc1	-2	-2	6	6	17	-5
14	CCOC(=O)c1c(N)sc2c(OCC)c(Br)ccc12	2	-7	-7	0	-99	-5
15	Cc1nnc(N/N=C/c2cccc(OCc3ccc(Cl)c(Cl)c3)c2)n1N	-3	-1	-8	-12	-189	0
16	O=C1O[C@@H](c2ccc(O)cc2)Cc2cccc(O)c21	2	3	14	-18	5	-5
17	CN(C)S(=O)(=O)c1ccc(NC(=O)CN2CCN(C(c3ccccc3)c3ccccc3)CC2)cc1	1	-18	-5	-3	18	-1
18	COc1ccccc1-n1c(SCC(=O)NC(C)(C)C)nc(O)c(Cc2ccccc2)c1=O	-2	3	-9	3	14	3
19	CCCCN1C(=O)C(CC(=O)NC2CCCCC2)CC(C(=O)N(CC)CC)=C1C (stereo unspecified)	/	0	/	-3	2	2
20	CCc1nc2ccc(C(=O)N(CC)CCN(C)C)cn2c1N(CC)CCOC	/	-2	/	-4	2	-9
21	CCC(=O)NCC(=O)OCC(=O)c1ccccc1	0	7	8	-2	9	0
22	COc1ccc(-c2nc(C#N)c(N3CCc4ccccc4C3)o2)cc1OC	-2	-29	-6	-6	-44	-6
23	CN(C)c1ccc(/C=N/NC(=S)NCc2ccccc2)cc1	0	0	-15	-2	-134	-4
24	CCN(CC(=O)NCCc1ccc(Cl)cc1)Cc1nc2ccccc2c(=O)[nH]1	-1	5	13	1	12	11

No.	CaV13 ICDI inh	NR2E3 ag-2	aDG glyco up	hiPSC survival	Peg3 prom inh
13	-4	-5	0.6	0.6	2
14	-10	-43	0.1	2.2	-43
15	-7	-69	0.1	-1.7	-103
16	-8	-30	0.9	-2.1	-12
17	-5	-1	0.2	-1.6	3
18	1	-12	-0.3	2.1	6
19	-5	-23	0.0	-1.0	5
20	-5	-4	0.1	4.3	-5
21	-4	2	0.1	-1.3	2
22	-7	-32	-0.2	-0.9	16
23	-4	10	0.0	-1.3	-108
24	-11	6	0.2	-0.1	-5

# The list goes on:
No.	SMILES	NR2E3 ag-1	Vif inh	TRPM1 prom inh	PDI turbidity	HIF-2a inh	Exocytosis inh
25	C=CCn1c(SCC#N)nnc1-c1ccc2ncccc2c1	-2	-1	-4	6	9	3
26	O=C(O)Cn1c(CC(=O)N2CCCC2)nc2ccccc21	2	3	-7	-59	10	0
27	COc1ccc(CCNC(=O)C2CCCN(c3nn4c(=O)cc(C)nc4s3)C2)cc1OC (stereo unspecified)	/	/	5	-3	11	-1
28	O=C(Cc1cccc(NC(=O)C2CCCN(C(=O)c3ccccc3)C2)c1)Nc1ccc(C(=O)N2CCOCC2)cc1 (stereo unspecified)	/	-1	7	-14	-3	3
29	COc1ccc(N2CCN(C(=O)CCc3cc(OC)c(OC)c(OC)c3)CC2)cc1	-2	12	10	-7	14	25
30	CCN1CCN(c2ccc(NC(=O)c3ccccc3F)cc2Cl)CC1	2	-2	-46	2	-213	2
31	CCS(=O)(=O)NCC(c1cccnc1)N1CCN(c2ccccc2F)CC1 (stereo unspecified)	5	1	13	19	17	-2
32	CCOc1ccccc1/C=N/n1c(C2CCCCC2)n[nH]c1=S	-3	-7	11	11	17	11
33	CC(=O)Nc1cccc(NC(=O)Cc2ccc3ccccc3c2)c1	4	-11	8	-6	-24	-2
34	COc1ccc(NS(=O)(=O)c2cccc(C(=O)Nc3ccccc3C(=O)O)c2)cc1	3	20	-3	-4	7	5
35	Cc1cc(C)c(S(=O)(=O)NCC(c2cccnc2)N2CCN(Cc3ccccc3)CC2)c(C)c1 (stereo unspecified)	1	3	-3	-8	12	-2
36	CCCN(CCC)CCCNC(=O)c1cn(CC)c2ccc(S(=O)(=O)N3CCc4ccccc4C3)cc2c1=O	-1	12	14	-2	21	5

No.	CaV13 ICDI inh	NR2E3 ag-2	aDG glyco up	hiPSC survival	Peg3 prom inh
25	2	11	-0.1	-0.7	-7
26	-9	-10	-0.1	13	17
27	/	6	0.4	-1.2	10
28	-9	0	0.3	-1.2	1
29	-20	7	0.0	-0.3	9
30	0	-85	0.0	-0.1	-210
31	/	1	0.2	0.5	18
32	-20	5	-0.1	0.6	17
33	-5	4	0.1	-0.5	-19
34	4	-33	0.0	0.0	7
35	-3	9	-0.2	-0.1	19
36	-6	2	3.4	-1.5	36

# (more compounds)
No.	SMILES	NR2E3 ag-1	Vif inh	TRPM1 prom inh	PDI turbidity	HIF-2a inh	Exocytosis inh
37	CSc1sc(C(=O)O)c(C)c1C(C)=O	0	56*	-5	0	3	-1
38	CCCNc1nc(-c2cc(-c3ccc(Cl)cc3)on2)cc(C(C)C)n1	1	0	-19	-2	-13	-11
39	CC1=C(C#N)C(c2cccnc2)C2=C(CCCC2=O)N1 (stereo unspecified)	2	11	-1	12	17	1
40	Cc1nc2ccc(NC(=O)Cc3ccc4c(c3)OCCO4)cc2s1	1	11	-4	0	-46	-2
41	O=C(CSc1ccc2nnc(-c3cccc(F)c3)n2n1)NCC1CCCO1 (stereo unspecified)	1	8	-1	4	22	-4
42	O=c1[nH]ccc2c(O)cccc12	2	-7	-10	4	6	-4
43	CCCn1ncc(CN2CCC(n3nccc3NC(=O)c3ccccc3OC)CC2)c1C	/	/	1	15	8	0
44	CCn1cnc2cc(NCc3ccc(OC)cc3)ccc21	-5	11	-53	0	-182	-2
45	COc1cc2c(cc1OC)-c1cc(OCc3cccnc3)nc(=O)n1CC2	/	13	-5	2	8	1
46	COc1ccc(C(=O)N2CC(=O)N(CCc3ccccc3)C(=O)C2)cc1OC	0	11	19	-7	0	-1
47	O=C1c2ccccc2C(=O)N1Cc1ccccn1	0	3	0	9	18	4

No.	CaV13 ICDI inh	NR2E3 ag-2	aDG glyco up	hiPSC survival	Peg3 prom inh
37	/	-5	0.0	-0.9	7
38	-10	13	0.0	-3.0	-9
39	/	6	-0.1	0.6	20
40	-2	4	0.2	-0.5	-29
41	-7	-9	-0.1	0.1	-2
42	-6	4	-0.1	6.1	-11
43	-3	-11	0.0	0.2	-5
44	-8	-73	0.2	-2.2	-170
45	-5	25	0.6	1.5	-3
46	0	-37	-0.1	1.7	14
47	-7	-11	0.1	-0.3	16

# Source: PubChem (several laboratories)
